SENP6 block: SENP6 protease inhibitors, primary screen, biochemical, luminescence, uHTS. Recombinant SENP6 catalytic domain, aminoluciferin luminescence. inhibition, % at 10 µM. hit rate 1.8% among 330,000. AID 2599, 2010;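 active = inhibition above about 50% at the single tested dose, limit read from the data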;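 note: plate controls were DMSO wells with enzyme for no effect and DMSO wells lacking enzyme for full effect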
SENP8 inh: human SENP8 protease inhibitors, primary screen, biochemical, fluorescence, Nedd8 protein substrate, uHTS | inhibition, % at 20 µM | AID 602440, 2012 | recombinant SENP8 | Sentrin-specific protease 8 (Homo sapiens), Q96LD8 | hit rate 0.64% among 360,000; in the data active = inhibition mostly above about 40%, no sharp cut-off; inactive = mostly below about 27%
PfGluPho inh: PfG6PD enzyme inhibitors, primary screen, biochemical, fluorescence intensity, uHTS. hit rate 0.78% among 350,000. inhibition, % at 20 µM. glucose-6-phosphate dehydrogenase-6-phosphogluconolactonase (Plasmodium falciparum 3D7). PfGluPho enzyme, NADPH resazurin-diaphorase fluorescence;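 active = inhibition reaching at least a set limit at 20 µM in the primary screen, cut at about 59% in these data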;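 note: 0% = DMSO wells with substrate and 100% = DMSO wells lacking glucose-6-phosphate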
SENP7 inh: SENP7 protease inhibitors, primary screen, biochemical, luminescence, uHTS. hit rate 1.5% among 330,000. Sentrin-specific protease 7 (Homo sapiens), Q9BQF6. inhibition, % at 5 µM. recombinant SENP7, Z-RLRGG-aminoluciferin luminescence, 40 min. AID 434973, 2010;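 active = inhibition above about 50% at the single test dose, limit read from the data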;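 note: plate controls were DMSO with enzyme for no effect and no enzyme buffer wells for full effect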
GRIN3A LBD mod: binders of NR3A ligand-binding domain, primary screen, biophysical, differential scanning fluorimetry, uHTS. hit rate 2.5% among 340,000. AID 1259313, 2017. Tm shift relative to glycine control, % at 25 µM. NR3A LBD differential scanning fluorimetry, Tm shift; 0% = protein alone, 100% = glycine-bound protein;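 active = melting temperature shift of at least 10% of the positive control shift, at one fixed dose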
ATG4B inhibitor: ATG4B protease inhibitors, primary screen, biochemical, fluorescence, uHTS; Cysteine protease ATG4B (Homo sapiens), Q9Y4P1; ATG4B cleavage of LC3-PLA2, NBD-HPC fluorescence, 1 h; inhibition, % at 8.33 µM; hit rate 0.51% among 340,000; AID 504462, 2011; in the data active = inhibition above about 40%
HKDC1 inhibitor: HKDC1 hexokinase inhibitors, primary screen, biochemical, fluorescence, uHTS; recombinant HKDC1, G6PDH/diaphorase resazurin coupled fluorescence; Q2TB90; AID 493160, 2011; inhibition, % at 20 µM; hit rate 0.16% among 340,000;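 active = inhibition above about 35% when tested at 20 µM, limit read from the data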;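 note: plate controls were DMSO wells with enzyme for no effect and DMSO wells lacking enzyme for full effect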
Target sequence (Q2TB90 whole entry, looked up): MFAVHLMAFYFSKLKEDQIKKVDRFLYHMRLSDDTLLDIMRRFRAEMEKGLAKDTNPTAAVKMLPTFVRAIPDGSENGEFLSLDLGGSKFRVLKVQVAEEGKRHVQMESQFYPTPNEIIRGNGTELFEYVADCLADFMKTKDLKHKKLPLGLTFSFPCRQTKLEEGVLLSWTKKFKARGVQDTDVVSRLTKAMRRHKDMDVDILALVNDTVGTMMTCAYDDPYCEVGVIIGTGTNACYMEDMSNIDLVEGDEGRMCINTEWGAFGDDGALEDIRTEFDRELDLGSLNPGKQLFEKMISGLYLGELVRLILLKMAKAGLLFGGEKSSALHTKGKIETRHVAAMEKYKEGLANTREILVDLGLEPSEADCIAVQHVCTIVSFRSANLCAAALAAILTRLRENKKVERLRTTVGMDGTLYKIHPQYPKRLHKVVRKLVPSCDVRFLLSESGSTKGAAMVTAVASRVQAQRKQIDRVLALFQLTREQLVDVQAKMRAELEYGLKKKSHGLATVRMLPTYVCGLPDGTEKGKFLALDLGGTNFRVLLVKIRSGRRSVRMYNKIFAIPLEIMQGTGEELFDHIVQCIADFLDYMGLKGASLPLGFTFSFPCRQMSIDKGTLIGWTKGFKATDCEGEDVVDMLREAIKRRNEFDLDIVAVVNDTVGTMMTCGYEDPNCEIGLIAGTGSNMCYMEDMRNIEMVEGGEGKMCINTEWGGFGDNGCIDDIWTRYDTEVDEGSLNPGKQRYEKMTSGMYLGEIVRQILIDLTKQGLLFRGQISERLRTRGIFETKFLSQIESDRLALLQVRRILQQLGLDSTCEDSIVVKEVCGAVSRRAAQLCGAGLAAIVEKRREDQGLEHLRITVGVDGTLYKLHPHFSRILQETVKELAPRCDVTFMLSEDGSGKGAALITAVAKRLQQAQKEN
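System: Recombinant HKDC1 hexokinase | Amount: HKDC1 at 5 µg/mL | Reagent: Glucose with 1 mM ATP | Doses: Single 20 µM dose | Incubation: Reaction time 90 min, room temperature, protected from light | Signal: Coupled resazurin fluorescence, excitation 525 nm, emission 613 nm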
MPTP block: mitochondrial permeability transition pore inhibitors, primary screen, biochemical, isolated mouse mitochondria, absorbance; AID 602449, 2012; hit rate 1.4% among 360,000; inhibition, % at 10 µM; Ca2+ swelling absorbance, 30 min;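 active = inhibition of 50% or more, scaled per plate between neutral and stimulator controls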;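 note: 0% = DMSO wells given calcium and 100% = 1 mM EGTA wells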
An asterisk follows results filed as active; i = inactive; / = no result given.

nr	Structure	PfGluPho inh	ATG4B inhibitor	SENP7 inh	SENP8 inh	HKDC1 inhibitor	MPTP block	GRIN3A LBD mod	SENP6 block
1	CC1=CSC2=NC(=O)/C(=C\c3cccn3-c3ccc([N+](=O)[O-])cc3)C(=N)N12	-4	2	1	14	-1	5.4	-6	2
2	CSCCC(NC(=O)COc1ccccc1)C(=O)N1CCOCC1 (configuration not stated)	3	-42	10	7	-3	-1.2	3	17
3	CCOc1ccc(NC(=O)CSc2nnc(-c3cc(C)[nH]n3)n2N)cc1	2	-11	-4	2	-4	-2.2	-2	9
4	CC(C)[C@H]1COCCS(=O)(=O)N1Cc1ccccc1-c1cccc(Cl)c1	24	/	0	6	3	-1.4	2	/
5	Cc1ccc(C(=O)N/C(=C\c2ccccc2)C(=O)OCc2ccccc2)cc1	21	-6	-5	14	-3	13	-1	-10
6	CC1(C)CC(N(Cc2ccccc2)C(=O)Cc2ccccc2)CCO1 (configuration not stated)	20	-13	-4	-1	-8	-0.2	-1	0
7	O=C(CN1CCN(C(=O)c2ccco2)CC1)Nc1c2c(nc3c1CCC3)CCCC2	-1	0	/	10	-3	-0.2	2	/
8	COc1ccc2[nH]c(C(=O)N3CCN(Cc4ccccc4)CC3)cc2c1OC	3	-8	9	-11	6	0.0	3	-21
9	O=C(c1ccccc1)c1ccc(Oc2ccc([N+](=O)[O-])cc2[N+](=O)[O-])cc1	3	-3	/	15	9	0.8	2	/
10	Cc1ccc(CN(C)C(=O)CSc2nnc3n2CCCCC3)c(C)c1	3	-4	-2	9	-6	-0.7	1	-19

The listing continues.
nr	Structure	PfGluPho inh	ATG4B inhibitor	SENP7 inh	SENP8 inh	HKDC1 inhibitor	MPTP block	GRIN3A LBD mod	SENP6 block
11	COc1cc(CNC(=O)c2cnccn2)cc(OC)c1	-15	3	/	19	-2	-1.1	-2	/
12	COc1cccc(NC(=O)CN(C)C(=O)CCCc2c[nH]c3ccccc23)c1	4	-13	-2	9	-2	-0.3	1	8
13	C[C@@H]1[C@H]2CCCC[C@H]2CN(C(=O)OC(C)(C)C)[C@@H]1CC(=O)c1ccccc1	-4	19	-2	6	0	-0.7	1	/
14	COCCN(CC(=O)NCc1ccc(F)cc1)C(=O)CCC(=O)Nc1nccs1	4	-1	-7	20	2	-2.1	1	-10
15	Cc1ccc(OCC(=O)N/N=C/c2cccnc2)cc1C	16	1	7	-1	-2	-1.4	-1	3
16	Cc1ccc(NC(=O)Nc2ccccc2)cc1[N+](=O)[O-]	18	2	2	14	-15	77*	13*	28
17	COc1ccc(C(=O)Cn2c(Br)nc3c2c(=O)n(C)c(=O)n3C)cc1OC	-7	-2	-9	24	-4	6.7	-2	2
18	C=CCn1cnc2c(nnn2-c2ccc(OC)c(OC)c2)c1=O	5	-4	11	-17	-3	1.0	1	3
19	COc1ccc(C2N(C(=O)N3CCOCC3)CCN2S(=O)(=O)c2ccc(C)cc2)cc1 (configuration not stated)	3	0	-4	13	5	-2.7	0	-4
20	O=C(Nc1cccc(Cl)c1)N1CCN2C(=O)c3ccccc3C12c1ccccc1 (configuration not stated)	14	21	-3	26	1	1.0	2	-9

(next part)
nr	Structure	PfGluPho inh	ATG4B inhibitor	SENP7 inh	SENP8 inh	HKDC1 inhibitor	MPTP block	GRIN3A LBD mod	SENP6 block
21	CCOC(=O)COc1ccccc1/C=N/Nc1nnc2c3ccccc3n(C)c2n1	-6	-10	-1	-18	0	3.5	1	5
22	CCOC(=O)C1(C)/C(=N/Nc2cccc(Cl)c2)C(=O)C(=O)N1c1ccccc1 (configuration not stated)	-13	20	3	43*	-1	0.0	-3	-1
23	Cc1cc(C)n(C(=O)c2ccc(C)c(S(=O)(=O)N3CCCC3)c2)n1	-12	-12	-2	11	-1	1.5	-4	2
24	CN(CC(=O)Nc1ccc(Cl)c(C(F)(F)F)c1)Cc1cc(=O)n2ccsc2n1	2	0	6	-30	3	1.5	-1	0
25	Cc1cccc(-c2cccc(NC(=O)C3CCCN(C(=O)c4csc(C)n4)C3)c2)c1 (configuration not stated)	4	24	17	15	-3	-0.9	0	-6
26	COc1cccc(C2=CC(c3ccc(OC)c(OC)c3)NC(=S)N2)c1 (configuration not stated)	13	-3	0	/	0	/	1	-16
27	O=C(/C=C/c1ccc([N+](=O)[O-])cc1)NCc1cccs1	17	0	-5	4	-2	-0.6	1	-6
28	Cc1ccc([N+](=O)[O-])cc1NC(=O)Cc1cccs1	1	6	0	5	-4	3.3	-1	-6
29	O=C1c2ccccc2C(Nc2ccc(S(=O)(=O)N3CCOCC3)cc2)N1c1cccnc1 (configuration not stated)	-1	0	-9	9	-3	-0.4	2	-2
30	O=C(COC(=O)c1cccc(F)c1)Nc1cccnc1Cl	-4	3	-5	-5	-3	-0.8	-2	4

Entries 17–29 from above:
nr	Structure	PfGluPho inh	ATG4B inhibitor	SENP7 inh	SENP8 inh	HKDC1 inhibitor	MPTP block	GRIN3A LBD mod	SENP6 block
17	COc1ccc(C(=O)Cn2c(Br)nc3c2c(=O)n(C)c(=O)n3C)cc1OC	-7	-2	-9	24	-4	6.7	-2	2
18	C=CCn1cnc2c(nnn2-c2ccc(OC)c(OC)c2)c1=O	5	-4	11	-17	-3	1.0	1	3
19	COc1ccc(C2N(C(=O)N3CCOCC3)CCN2S(=O)(=O)c2ccc(C)cc2)cc1 (configuration not stated)	3	0	-4	13	5	-2.7	0	-4
20	O=C(Nc1cccc(Cl)c1)N1CCN2C(=O)c3ccccc3C12c1ccccc1 (configuration not stated)	14	21	-3	26	1	1.0	2	-9
21	CCOC(=O)COc1ccccc1/C=N/Nc1nnc2c3ccccc3n(C)c2n1	-6	-10	-1	-18	0	3.5	1	5
22	CCOC(=O)C1(C)/C(=N/Nc2cccc(Cl)c2)C(=O)C(=O)N1c1ccccc1 (configuration not stated)	-13	20	3	43*	-1	0.0	-3	-1
23	Cc1cc(C)n(C(=O)c2ccc(C)c(S(=O)(=O)N3CCCC3)c2)n1	-12	-12	-2	11	-1	1.5	-4	2
24	CN(CC(=O)Nc1ccc(Cl)c(C(F)(F)F)c1)Cc1cc(=O)n2ccsc2n1	2	0	6	-30	3	1.5	-1	0
25	Cc1cccc(-c2cccc(NC(=O)C3CCCN(C(=O)c4csc(C)n4)C3)c2)c1 (configuration not stated)	4	24	17	15	-3	-0.9	0	-6
26	COc1cccc(C2=CC(c3ccc(OC)c(OC)c3)NC(=S)N2)c1 (configuration not stated)	13	-3	0	/	0	/	1	-16
27	O=C(/C=C/c1ccc([N+](=O)[O-])cc1)NCc1cccs1	17	0	-5	4	-2	-0.6	1	-6
28	Cc1ccc([N+](=O)[O-])cc1NC(=O)Cc1cccs1	1	6	0	5	-4	3.3	-1	-6
29	O=C1c2ccccc2C(Nc2ccc(S(=O)(=O)N3CCOCC3)cc2)N1c1cccnc1 (configuration not stated)	-1	0	-9	9	-3	-0.4	2	-2

Other results follow:
nr	Structure	PfGluPho inh	ATG4B inhibitor	SENP7 inh	SENP8 inh	HKDC1 inhibitor	MPTP block	GRIN3A LBD mod	SENP6 block
31	O=C(CSc1ccc(-c2ccncc2)nn1)c1ccc(Cl)cc1	9	34	3	23	-5	4.5	1	-10
32	CC(C)N(Cc1ccccc1)C(=O)COC(=O)c1ccc(S(=O)(=O)N2CCOCC2)cc1	-10	5	6	8	-4	-1.1	-2	-18
33	O=C(Cn1nnc(-c2ccccc2)n1)NCc1ccco1	-3	-4	1	22	3	-1.6	-1	-17
34	COc1cc(O)c(C(CCN2CCCC(C)C2)c2cc(OC)c(OC)c(OC)c2)c(OC)c1 (configuration not stated)	-7	1	8	18	2	-1.1	-1	-10
35	Cc1ccc(/C=C/C(=O)N2CCN(S(=O)(=O)/C=C/c3ccccc3)CC2)o1	63*	-6	1	16	-3	0.5	-1	-19
36	COc1ccc(C2/C(=C(/O)c3ccc(C)cc3)C(=O)C(=O)N2CCCN2CCOCC2)cc1 (configuration not stated)	0	-1	-1	-6	-1	-1.0	0	1
37	O=C(CN1C(=O)NC2(CCCC2)C1=O)NNC(=O)c1ccccc1	-6	9	-5	8	-5	-1.5	0	2
38	CCN(CC)S(=O)(=O)c1cccc(NC(=O)c2cccc(S(=O)(=O)N3CCCC3)c2)c1	26	-12	3	2	1	-1.6	-4	-2
39	COC(=O)c1c(-c2ccc(OC)cc2)oc2ccc(-c3cc(OC)c(OC)c(OC)c3)cc12	0	-4	12	i	-4	0.9	0	-11
40	O=[N+]([O-])c1cncc([N+](=O)[O-])c1Nc1cccc(O)c1	2	-3	11	23	0	5.5	-2	8

The listing continues.
nr	Structure	PfGluPho inh	ATG4B inhibitor	SENP7 inh	SENP8 inh	HKDC1 inhibitor	MPTP block	GRIN3A LBD mod	SENP6 block
41	COC(=O)c1cc(S(=O)(=O)n2nc(C)c(Br)c2C)c(Cl)cc1Cl	6	6	0	34	1	-3.8	4	3
42	O=C(NCc1cccs1)c1cc(-c2ccccn2)nc2ccc(Br)cc12	-22	0	-7	7	-2	0.9	0	-24
43	Cc1cnc(CN(C)C(=O)c2ccc3oc(Cc4ccc(Cl)cc4)nc3c2)[nH]1	-4	-6	3	4	-1	-1.2	-1	-2
44	O=C(CNC(=O)c1sc2ccccc2c1Cl)NC1CC1	-18	5	0	0	-3	-0.9	2	1
45	CSCCC(C(=O)Nc1ccc2c(c1)OCO2)N1C(=O)c2ccccc2C1=O (configuration not stated)	2	-1	-6	3	-1	1.4	1	0
46	COC(=O)c1cc(NC(=O)c2c(F)c(F)c(F)c(F)c2F)cc(C(=O)OC)c1	9	1	-3	18	-5	24	-6	-22
47	CS(=O)(=O)Nc1cccc(C2=NN(C(=O)c3cccc([N+](=O)[O-])c3)C(c3cccs3)C2)c1 (configuration not stated)	-3	-3	-5	18	1	0.9	4	4
48	CC[C@@]1(C(=O)OC)N[C@H](CN(C)C(=O)c2ccccc2)[C@@H]2C(=O)N(Cc3ccccc3)C(=O)[C@@H]21	3	-10	-7	-1	-5	2.6	1	8
49	Cc1ccc([C@@H]2[C@@H]3C(=O)N(C)C(=O)[C@@H]3[C@]3(C)C(=O)N(CCO)CC(=O)N23)o1	8	-10	-4	3	-2	-1.2	0	0

Some of these compounds in order of SMILES length, falling:
nr	Structure	PfGluPho inh	ATG4B inhibitor	SENP7 inh	SENP8 inh	HKDC1 inhibitor	MPTP block	GRIN3A LBD mod	SENP6 block
34	COc1cc(O)c(C(CCN2CCCC(C)C2)c2cc(OC)c(OC)c(OC)c2)c(OC)c1 (configuration not stated)	-7	1	8	18	2	-1.1	-1	-10
12	COc1cccc(NC(=O)CN(C)C(=O)CCCc2c[nH]c3ccccc23)c1	4	-13	-2	9	-2	-0.3	1	8
21	CCOC(=O)COc1ccccc1/C=N/Nc1nnc2c3ccccc3n(C)c2n1	-6	-10	-1	-18	0	3.5	1	5
